# ELG1 genotoxic – induces genotoxicity in HEK293T cells with luciferase-tagged ELG1; HEK293T ELG1-luciferase reporter, luminescence, 16 h; Potency, µM (top dose mostly 46 µM), inactives show top-dose activity change, positive = activation, hits mostly activators; 330,000 tested, 1.3% active; AID 504466; also: potency is read from the fitted curve at half-maximal effect; % of control where 0% means no effect; nearly all actives have a fitted effect of over 60% in size
#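 16 hr compound incubation (37 °C, 5% CO2) of HEK293T cells carrying luciferase-tagged ELG1; luciferase then measured by ONE-Glo luminescence after 30 min at RT.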
# Giardia killer – kills Giardia lamblia. 340,000 tested, 0.15% active. Giardia lamblia trophozoite viability. AID 540267. activity change, % at 7.66 µM, hits read low; in the data active = activity change below about -80%; inconclusive = between about -30% and that limit;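 also: parasites exposed to compound for two days anaerobically before the ATP read; % is scaled to controls: 0 for no effect and ±100 for the full control effect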
#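 ATP-content bioluminescence gauges trophozoite survival. Cells (100/well) receive compound and incubate anaerobically for 48 hrs at 37 deg C; detection reagent follows for 15-30 min at room temperature.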
# NPC1 promoter act – NPC1 promoter activation; Huh7 NPC1 promoter luciferase reporter, 24 h; Potency, µM (series often up to 9.22 µM), inactives show top-dose activation, most hits filed as activators; AID 485313; 320,000 tested, 2.4% active;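 also: potency is read from the fitted curve at half-maximal effect; % of control where 0% means no effect; nearly all actives have a fitted effect of over 60% in size; reporter is driven by a mutant NPC1 promoter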
#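 Stably transfected Huh7 (NPC1 promoter→luciferase), 1500 cells/well in Opti-MEM + 10% FBS, 2 h settle, then compound 24 h at 37 °C. Luminescence after 10 min with Amplite reagent.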
# VP16 counter – Gal4-VP16 reporter inhibition counter-screen; 310,000 tested, 3.5% active; Drosophila S2 Gal4-VP16 UAS-luciferase, luminescence, 20 h; Potency, µM (top dose mostly 53.6 µM), for inactives: at the top dose activity, negative = inhibition, usual class: inhibitors; AID 2546;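 also: Gal4-VP16 expression switched on by copper sulfate through the metallothionein promoter; potency is read from the fitted curve at half-maximal effect; % is scaled to controls: 0 for no effect and ±100 for the full control effect; nearly all actives have a fitted effect of over 50% in size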
# PKM2 activator – PKM2 (human) enzyme activation. purified PKM2, Kinase-Glo ATP luminescence, activation; response scale: 0% is enzyme alone, no compound. Potency, µM (series often up to 57.5 µM), for the others: at the highest dose activation, hits mostly activators. 260,000 tested, 0.34% active; also: potency is read from the fitted curve at half-maximal effect; % is scaled to controls: 0 for no effect and ±100 for the full control effect; nearly all actives have a fitted effect of over 55% in size
#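 Purified hPK-M2 (>95% pure) converted ADP (0.1 mM final) to ATP with 0.5 mM PEP in 50 mM imidazole pH7.2, KCl, MgCl2, Tween 20, BSA; 1 h at room temperature. ATP detected by Kinase-Glo luminescence.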
# BRCA1 expr up – BRCA1 expression activation; MCF7-BRCA1-FFLuc reporter, luminescence, 48 h; response scale: scaled: vehicle 0%, 10 µM genistein 100%; Potency, µM (highest dose often 46.1 µM), inactives show at the top dose activation, hits mostly activators; 380,000 tested, 1.1% active; AID 624202; also: potency is read from the fitted curve at half-maximal effect; nearly all actives have a fitted effect of over 80% in size; some results filed as inactive show a strong effect at the top dose
#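 MCF7-BRCA1-FFLuc, 2000 cells/well; 2 h attach, 37 °C/5% CO2; compound 48 h; luciferase substrate 15 min; luminescence end-point. Norm. to genistein 10 microM max activation and DMSO; concentration-response curves fitted.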
# RORg inh – ROR gamma (mouse) transcription inhibition | P51450 | Drosophila S2 Gal4-RORgamma UAS-luciferase reporter, 20 h | Potency, µM (highest dose often 53.6 µM), without a hit: at the highest dose activity change, negative = inhibition, hits mostly inhibitors | 310,000 tested, 5.4% active | AID 2551; also: potency is read from the fitted curve at half-maximal effect; % is scaled to controls: 0 for no effect and ±100 for the full control effect; nearly all actives have a fitted effect of over 60% in size
#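 Compounds are pin-transferred onto Drosophila Schneider cells expressing a copper-inducible Gal4–ROR gamma transactivation domain fusion. After 1 hr, copper sulfate is added to 700 uM final; luciferase is read 20 hr later.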
# Menin MLL FP TR – displaces Texas Red mutant MLL peptide from human menin; AID 1768; 270,000 tested, 0.23% active; Menin + Texas Red MLL mutant peptide, fluorescence polarization; Potency, µM (highest dose often 61.6 µM), without a hit: top-dose FP activity change, negative = inhibition, most hits filed as inhibitors; O00255; active = well fitted inhibition curve with a large enough effect in the polarisation, with a control signal flat, not every such curve was filed as active; inconclusive = small, poorly fitted or top-dose-only effect, or effect the other way, or a change in a side signal; inactive = no such curve, though single readings can be large or run the other way; the % refers to the polarisation; also: potency is read from the fitted curve at half-maximal effect; % of control where 0% means no effect; many of its hits are not listed in these tables
# Target sequence (O00255 whole entry, looked up): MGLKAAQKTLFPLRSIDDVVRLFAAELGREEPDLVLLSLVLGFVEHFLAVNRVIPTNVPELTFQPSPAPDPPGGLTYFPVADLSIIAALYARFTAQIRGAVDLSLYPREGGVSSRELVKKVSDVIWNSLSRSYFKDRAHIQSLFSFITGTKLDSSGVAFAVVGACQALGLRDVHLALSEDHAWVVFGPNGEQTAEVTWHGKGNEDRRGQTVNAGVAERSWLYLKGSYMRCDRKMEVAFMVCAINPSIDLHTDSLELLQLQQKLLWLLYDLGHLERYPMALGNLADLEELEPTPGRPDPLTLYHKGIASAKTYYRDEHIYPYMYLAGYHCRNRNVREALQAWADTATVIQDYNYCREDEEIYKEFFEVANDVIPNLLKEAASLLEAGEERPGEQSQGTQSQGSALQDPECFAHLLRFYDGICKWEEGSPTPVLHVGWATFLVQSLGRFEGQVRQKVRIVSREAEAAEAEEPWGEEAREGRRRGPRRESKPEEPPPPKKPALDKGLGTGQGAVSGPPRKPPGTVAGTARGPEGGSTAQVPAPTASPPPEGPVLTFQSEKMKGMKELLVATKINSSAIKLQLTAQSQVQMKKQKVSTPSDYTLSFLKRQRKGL
# Rab9 prom act – activators of Rab9 promoter. Huh7 Rab9 promoter-luciferase reporter, luminescence, 24 h. Potency, µM (top dose mostly 9.22 µM), without a hit: at the top dose activation, negative = inhibition, hits mostly activators. 320,000 tested, 2.8% active. AID 485297; also: potency is read from the fitted curve at half-maximal effect; % of control where 0% means no effect; nearly all actives have a fitted effect of over 60% in size
#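 Huh7 cells stably carrying a Rab9 promoter-luciferase reporter, 1500 cells per well in OP-MEM I with 10% FBS, treated with compound 24 hours at 37C. Luciferase activity read by luminescence after 10 minutes with Amplite reagent.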
# p53 reactivation – restores transcriptional activity of mutant p53 | 320,000 tested, 0.063% active | H1299 p53-A138V BP100-luciferase reporter, luminescence, 24 h | Potency, µM (series often up to 92.2 µM), inactives show at the top dose activity change, positive = activation, most hits filed as activators; also: potency is read from the fitted curve at half-maximal effect; % of control where 0% means no effect; nearly all actives have a fitted effect of over 45% in size
#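 H1299 (p53-null), stable ts p53-A138V + BP100-Luc; 1000 cells/well, Opti-MEM/10% FBS; cpd 4 pt, 1:5; 24 h, 37 deg C, 5% CO2; detection reagent 10 min RT; luminescence.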
# FLuc counter – counter-screen for miR-21 project: firefly luciferase inhibitors or activators; purified FLuc, Km substrates, luminescence inhibition; 360,000 tested, 6.9% active; P08659; Potency, µM (top dose mostly 57.5 µM), inactives show top-dose activity change, negative = inhibition, hits mostly inhibitors;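 also: potency is read from the fitted curve at half-maximal effect; plate controls were vehicle for no effect and reference inhibitor for full effect; nearly all actives have a fitted effect of over 55% in size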
#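 Biochemical qHTS of compounds, final roughly 60 µM downward over six points, against 10 nM purified firefly luciferase using Km concentrations of substrates (10 uM D-luciferin, 10 uM ATP) in Tris acetate pH 7.5 buffer; luminescence output.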
# * marks the source's active call; other numbers are inactive results; ? = inconclusive; nt = not tested or not shown; & = joins results of further samples; [ ] = another dose, or the depositor's remark. Unless noted, calls follow the shape of the dose curve; as a rule, active = well fitted curve in the direction sought with a large enough effect; inconclusive = small, poorly fitted or top-dose-only effect, or another doubt; inactive = no such curve, though single readings can be large; an effect the other way counts as inactive or inconclusive. The list is partial; count on the stated rates, not on these rows.
smiles,ELG1 genotoxic,Giardia killer,NPC1 promoter act,VP16 counter,PKM2 activator,BRCA1 expr up,RORg inh,Menin MLL FP TR,Rab9 prom act,p53 reactivation,FLuc counter
Cc1ccc(NC(=O)c2ccc(NCc3ccco3)c([N+](=O)[O-])c2)cc1Cl,?,-24,-1%,-19%,3%,-28%,?,?,4%,7%,0%
Cc1ccc(S(=O)(=O)Nc2c(C)nn(C)c2C)cc1,-5%,9,-2%,-8%,9%,-12%,12%,4%,1%,0%,1%
CC(=O)Nc1cccc(OC(=O)c2ccoc2C)c1,17%,-2,3%,-9%,-16%,2%,1%,1%,9%,?,-13%
COc1ccc(Cc2noc(CN(C)CCc3ccccc3)n2)cc1OC,-13%,6,-6%,?,-8%,-18%,6%,nt,0%,-4%,1%
CC1CCN(C(=O)COC(=O)c2ccc3c(c2)C(=O)N(Cc2ccco2)C3=O)CC1,0%,-7,-2%,nt,nt,-1%,nt,nt,2%,-2%,?
O=C(O)CSCCC(=O)Nc1ccc(F)cc1,0%,0,1%,-2%,3%,1%,-2%,7%,10%,-5%,-1%
CCCCn1c(CNC(=O)CCC)nc2ccccc21,-13%,23,-1%,-6%,3%,-5%,-32%,1%,-5%,-2%,4%
CCc1noc(C)c1C(=O)N(CC)CC(=O)Nc1ccccc1C(F)(F)F,3%,1,0%,nt,nt,2%,nt,nt,-4%,2%,-22%
O=C(COc1ccc(-c2nnco2)cc1)Nc1ccc(C(F)(F)F)cc1,-4%,17,0%,nt,nt,-13%,nt,nt,-8%,1%,3%
COc1ccc(C(C)C)cc1S(=O)(=O)NCCCn1ccnc1,1%,10,6%,21%,-1%,-10%,-9%[1.91 µM],-12%,5%,nt,0%
CC(C)OC(=O)CSc1nnc(-c2ccc(Cl)cc2)n1N,5%,2,2%,-7%,-4%,2%,1%,5%,-3%,0%,-2%
CCCN1/C(=C2/SC(=S)N(CC)C2=O)C=Cc2ccccc21,-4%,3,1%,1%,9%,-19%,-4%,?,-1%,-7%,?
COc1ccc(-c2csc3ncn(-c4ccccc4)c(=O)c23)cc1OC,12%,2,-7%,-3%,11%,-3%,36%,1%,-3%,-6%,5%
O=C(NC1CCCC1)C(=O)N(Cc1cccnc1)C(C(=O)NCc1ccco1)c1ccccc1F (configuration not stated),0%,0,-5%,2%,-3%,-5%,2%,-8%,-6%,1%,-2%
COc1ccc2cc(C#N)c(SCC(=O)Nc3nonc3C)nc2c1,-4%,14,-3%,2%,1%,58%,9%,?,1%,3%,0%
Cc1onc(-c2ccccc2)c1C(=O)NCc1cccs1,0%,-15,-3%,5%,-2%,-8%,-4%,-4%,10%,-1%,7%
CSc1oc(-c2ccco2)nc1S(=O)(=O)c1ccc(C)cc1,5%,18,-3%,-2%,11%,-82%[inhibitor],10%,11%,-4%,1%,-7%
CCOC(=O)Nc1nc(-c2ccccc2)c(C(=O)c2ccc(Cl)cc2)s1,17%,-9,-10%,-4%,-3%,-67%,-17%,0%,-15%,29%,0%
COC(=O)CC1SC(=O)NC1=Nc1ccc(C)cc1 (configuration not stated),1%,28,1%,-5%,-4%,5%,-3%,-3%,-5%,-27%,-7%
CC1=C(C#N)C(c2cccnc2)C2=C(CC(C)(C)CC2=O)N1 (configuration not stated),1%,4,0%,-12%,-1%,-3%,27%,8%,-9%,-2%,3%
COC(=O)c1cc2n3ccccc3c(C)c(-c3ccccc3)c-2c1C(=O)OC,3%,-6,-2%,0%,1%,-16%,-12%,-13%,6%,-2%,-1%
O=C(Nc1ccc(S(=O)(=O)N2CCCCC2)cc1)C1CC1,-9%,14,-6%,-6%,2%,-30%,20%,23%,-6%,-4%,-1%
COc1cccc(CNC(=O)CCS(=O)(=O)c2cc3c(cc2C)NC(=O)CO3)c1,5%,-3,-3%,-8%,0%,-2%&2%,10%,10%,1%,nt,4%&-2%
Cc1ccc(S(=O)(=O)c2nc(S(=O)(=O)CCO)sc2N2CCOCC2)cc1,-7%,-1,-3%,0%,nt,-9%,1%,nt,-10%,-2%,1%
NC(=O)c1sc2nccc(Nc3ccccc3)c2c1N,-8%,-10,15%,17%,-10%,-6%,21%,5%,0%,12%,?
O=P(O)(CCc1ccccc1)C(O)c1ccccc1 (configuration not stated),5%,25,2%,-8%,-2%,28%,-13%,-19%,0%,5%,-11%
O=S1(=O)c2ccccc2Nc2ccccc21,1%,-11,1%,5%,nt,-8%,8%,37%[activator],-1%,-12%,-5%
CNc1nc(SC)nc(N(C)C#N)n1,3%,-14,-3%,-14%,0%,-2%,-4%,-3%,1%,-2%,1%
Cc1ccc(CCNC(=O)c2cccc(N3CCCC3=O)c2)cc1,12%,4,18%,0%,nt,78%,6%,nt,29%,9%,?
COc1cc2[nH]c(=S)nc(NCc3ccc(Cl)cc3)c2cc1OC,0%,-23,-7%,7.1µM*,nt,-24%,5µM*,7%,0%[1.84 µM],0%,-1%
C/C(=N\NC(=O)COc1ccc2ccccc2c1)c1cccs1,-6%,-2,-1%,-4%,1%,38%,17%,?,2%,2%,?
CCS(=O)(=O)Nc1ccc(-c2ccc(NS(=O)(=O)CC)c(OC)c2)cc1OC,-2%,10,-2%,9%,-22%,-14%,?,0%,-1%,-15%,-1%
Nc1cc(N)nc(SCC(=O)N2CCN(C(=O)c3ccco3)CC2)n1,-2%,10,-2%,8%,1%,3%,-12%,0%,-3%,-3%,5%
CC[C@H](C)C(=O)O[C@H]1C[C@@H](C)C=C2C=C[C@H](C)[C@H](CC[C@@H]3C[C@@H](O)CC(=O)O3)[C@H]21,-1%&6%,-3&-12,3%&-9%,-17%&9%,1%,-11%&-32%,?,2%&0%,0%&-3%,-1%&2%,4%&0%
CCCn1c(NCc2ccc(N(C)C)cc2)nc2ccccc21,-2%,11,13%,11%,0%,27%,-27%,-16%,10%,13%,?
O=C(NNC(=O)c1ccc2ccccc2c1O)c1ccccc1Cl,5%,-8,4%,2%,-1%,17%,?,?,1%,8%,?
CC(C)N(Cc1ccccc1)C(=O)c1ccc2nsnc2c1,-2%,-2,-1%,-7%,10%,-9%,23%,nt,-2%,-4%,3%
Cc1cc(C)c(OCC(=O)Nc2cccc(O)c2)cc1C,5.2µM*,-9,10%,?,15%,-18%,-33%,9%,?,?,1.5µM*
COCCNC(=S)N(Cc1cccs1)Cc1cc2cccc(C)c2[nH]c1=O,-4%,-10,4%,0%,17%,-50%,-6%,12%,-9%,-1%,-2%
CC[C@H](C)[C@@H](C(=O)N1CCNCC1)n1cc([C@@H](N)Cc2ccc(O)cc2)nn1,4%,-10,-1%,4%,2%,-2%,-5%,0%,3%,4%,0%
O=C(Nc1cc([N+](=O)[O-])ccc1C(=O)Nc1cccnc1)c1ccccc1,8%,8,-5%,-9%,8%,-26%,-2%,nt,2%,-5%,1%
COc1cc(NC(=O)c2ccc3c(c2)OCO3)c2ncccc2c1,6%,0,15%,-11%,4%,-27%,-22%,?,10%,-5%,1.9µM*
C=CCN=Cc1c(C)[nH]n(-c2ccccc2)c1=O,14%,4,29%,-7%,2%,13µM*,26%,-9%,3.5µM*,?,?
O=C(OC(c1ccccc1)c1nccc2ccccc12)c1cccc([N+](=O)[O-])c1 (configuration not stated),?,-21,16%,?,2%,7.1µM*,32%,-4%,15%,?,?
O=C(CCC1CCN(C(=O)c2ccco2)CC1)NCc1ccc(F)cc1,2%,3,4%,1%,4%,-13%,-3%,-18%,-13%,-7%,1%
Cc1cc(=O)[nH]c(N/N=C/C2=C(N3CCOCC3)C(=C\c3ccc(Cl)cc3)/CC2)n1,-4%,4,-2%,?,-3%,-25%,?,5%,-4%,-2%,-13%
CC(=O)c1ccc(N2CCN(C(=O)c3ccc(NC(=O)C4CCCO4)cc3)CC2)cc1 (configuration not stated),14%,5,0%,nt,0%,13%,-1%[0.365 µM],-1%,3%,-3%,?
CCc1nn(CC(=O)NCCCN2CCOCC2)c(=O)c2cc3sccc3n12,1%,1,-5%,-1%,nt,2%,-19%,nt,-3%,-3%,-1%
COc1ccccc1NC(=O)c1cc2ccccc2o/c1=N\O,16%,-6,29%,-26%,20%,38%,?,-2%,4µM*,-11%,?
OCCNC1=NCCN1,-2%,3,0%,-3%,-1%,14%,-5%,7%,2%,0%,0%

# Compound activity deposited in PubChem by National Center for Advancing Translational Sciences (NCATS).
